# GLP1R cytotox – cytotoxicity counter-screen for GLP-1 receptor inverse agonists; actives 0.13% (n = 410,000); HEK293 cAMP-luciferase reporter cells, luminescence, 24 h; Potency, µM (top dose mostly 38.3 µM), for the others: at the top dose activity change, negative = inhibition, usual class: inhibitors;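 also: loss of luciferase light is scored as toxicity; potency is read from the fitted curve at half-maximal effect; % is scaled to controls: 0 for no effect and ±100 for the full control effect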
#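 Seeding density was 200 cells/uL; after overnight-length (12 h) culture, 23 nL compounds went on for 24 h at 37 °C. Readout used a luciferase detection reagent, luminescence taken after 12 min at room temperature.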
# TDP-43 yeast inh – rescues yeast growth from TDP-43 toxicity. TDP-43 expressing yeast growth rescue, BacTiter-Glo, 24 h. Potency, µM (top dose mostly 46.1 µM), inactives show top-dose growth rescue (activation), most hits filed as activators. actives 1.8% (n = 410,000). AID 652104; also: potency is read from the fitted curve at half-maximal effect; % of control where 0% means no effect; nearly all actives have a fitted effect of over 50% in size
#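 Cell-based yeast growth screen: TDP-43 expression induced in galactose, inoculum OD600=0.02 after raffinose pregrowth to mid-log. Read-out BacTiter-Glo luminescence at 24 hr, 30 deg C; inhibition of toxicity seen as signal increase.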
# Abeta rescue – restores growth of yeast expressing A-beta42 peptide; yeast expressing A-beta42, growth rescue, OD600, 48 h; response scale: 0% DMSO, 100% iron-clioquinol control; Potency, µM (highest dose often 46.1 µM), without a hit: top-dose growth rescue, usual class: activators; actives 0.063% (n = 410,000); AID 1347071; also: potency is read from the fitted curve at half-maximal effect; nearly all actives have a fitted effect of over 55% in size
#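 Yeast growth medium received pinned compounds, then yeast cells expressing toxic A-beta were added; plates incubated at 30 C for 48 hr. Growth read as absorbance at 600 nm, normalized to DMSO and equimolar FeCl3 plus clioquinol controls.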
# FUS yeast rescue – rescues growth of FUS-expressing yeast. S. cerevisiae FUS-expressing, growth rescue, OD600, 24 h. Potency, µM (series often up to 76.6 µM), inactives show at the highest dose growth rescue (activation), most hits filed as activators. actives 0.24% (n = 390,000). AID 1347120;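 also: potency is read from the fitted curve at half-maximal effect; plate controls were DMSO vehicle for no effect and reference control for full effect; nearly all actives have a fitted effect of over 55% in size; some results filed as inactive show a strong effect at the top dose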
#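 Yeast FUS proteinopathy model; galactose-induced FUS (2%), starting OD 0.005. Cpds in dilution series, 24hr, 30C, 99% humidity. Abs 600 nm growth. Pos ctrl CP55940 (top 92uM final); neg ctrl DMSO.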
# Mm-Cpn inhibitor – M. maripaludis TRiC chaperonin inhibition. purified Mm-Cpn ATPase, ADP Transcreener TR-FRET. AID 504842. Potency, µM (titrated, usually from 76.9 µM), for the others: top-dose activity, negative = inhibition, most hits filed as inhibitors. actives 0.031% (n = 330,000); also: potency is read from the fitted curve at half-maximal effect; % is scaled to controls: 0 for no effect and ±100 for the full control effect; nearly all actives have a fitted effect of over 80% in size
#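 Compound-treated chaperonin, 25 nM final, turns over 10 uM ATP at 37°C for 30 min following a 10 min preincubation; ADP generated competes with ADP-d2 for Eu-cryptate antibody, lowering FRET.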
# PTHR1 agonist – agonists of human PTHR1 parathyroid hormone receptor. Q03431. HEK293 GP2 PTHR1 cells, GloSensor cAMP luminescence, 1 h. Potency, µM (series often up to 115 µM), for inactives: at the highest dose activation, usual class: activators. actives 0.075% (n = 410,000). AID 743266; also: potency is read from the fitted curve at half-maximal effect; nearly all actives have a fitted effect of over 55% in size; some results filed as inactive show a strong effect at the top dose; inactives centre near -15; many of its hits are not listed in these tables
# Target sequence (Q03431 whole entry, looked up): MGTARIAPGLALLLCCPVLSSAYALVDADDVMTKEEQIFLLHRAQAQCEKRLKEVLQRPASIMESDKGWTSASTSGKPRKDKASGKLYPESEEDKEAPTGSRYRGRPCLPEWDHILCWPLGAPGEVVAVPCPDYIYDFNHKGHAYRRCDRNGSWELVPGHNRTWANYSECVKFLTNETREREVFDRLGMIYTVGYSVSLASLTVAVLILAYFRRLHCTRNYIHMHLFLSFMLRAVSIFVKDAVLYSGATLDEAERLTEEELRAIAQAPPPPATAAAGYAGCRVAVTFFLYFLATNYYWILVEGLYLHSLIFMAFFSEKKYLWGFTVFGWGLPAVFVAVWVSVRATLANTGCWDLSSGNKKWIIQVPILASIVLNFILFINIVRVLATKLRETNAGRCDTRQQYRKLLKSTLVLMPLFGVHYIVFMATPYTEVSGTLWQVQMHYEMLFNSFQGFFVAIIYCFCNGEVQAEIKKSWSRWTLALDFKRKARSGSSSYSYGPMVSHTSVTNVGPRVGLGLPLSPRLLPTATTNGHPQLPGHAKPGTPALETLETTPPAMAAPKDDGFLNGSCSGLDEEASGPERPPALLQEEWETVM
#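 HEK-293-derived GP2 cells expressing PTHR1 and a GloSensor cAMP reporter, 3,000/well, plated overnight, given luciferin plus IBMX (each 0.5 mM as added) for 1 h at 37 °C, then compound for 1 h at 37 °C. Luminescence was read after 15 min at room temperature.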
# Akt phos inh – blocks phosphorylation of Akt | Neuro2A IGF-stimulated pAkt S473 HTRF, 20 min; hits give low values | activity change, % for hits at 50 µM | actives 0.32% (n = 360,000); in the data active = activity change below about -80%; inconclusive = mostly about -51% to -80%; also: % is scaled to controls: 0 for no effect and ±100 for the full control effect
#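 Neuro2A cells (4,500/well, DMEM with 0.5% FBS) were treated with compound at a single 50 µM final concentration, stimulated with 6 nM IGF for 20 min at 37 °C, and lysed. Phospho-Akt Ser473 was read by HTRF as 665/615 ratio ×10^4.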
# aSyn rescue – rescues yeast growth from alpha-synuclein toxicity; Yeast expressing alpha-synuclein, growth rescue, BacTiter-Glo, 24 h; Potency, µM (series often up to 46.1 µM), without a hit: at the highest dose growth rescue (activation), usual class: activators; actives 0.14% (n = 370,000); also: potency is read from the fitted curve at half-maximal effect; % of control where 0% means no effect; nearly all actives have a fitted effect of over 65% in size
#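 Galactose-induced alpha-syn yeast (OD600=0.02, raffinose-pregrown) + pinned cpd, 24 hr, 30 deg C; growth by BacTiter-Glo luminescence. Growth restoration scores as activation.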
# GLP1R inv ag – acts as inverse agonist at human GLP-1 receptor; P43220; HEK293 GLP-1R CRE-luciferase, luminescence, 24 h; GLP-1R form is constitutively active; Potency, µM (series often up to 38.3 µM), without a hit: at the top dose activity change, negative = inhibition, actives largely listed as inhibitors; actives 1.6% (n = 410,000); AID 624417; also: potency is read from the fitted curve at half-maximal effect; % is scaled to controls: 0 for no effect and ±100 for the full control effect; nearly all actives have a fitted effect of over 55% in size
# Target sequence (P43220 whole entry, looked up): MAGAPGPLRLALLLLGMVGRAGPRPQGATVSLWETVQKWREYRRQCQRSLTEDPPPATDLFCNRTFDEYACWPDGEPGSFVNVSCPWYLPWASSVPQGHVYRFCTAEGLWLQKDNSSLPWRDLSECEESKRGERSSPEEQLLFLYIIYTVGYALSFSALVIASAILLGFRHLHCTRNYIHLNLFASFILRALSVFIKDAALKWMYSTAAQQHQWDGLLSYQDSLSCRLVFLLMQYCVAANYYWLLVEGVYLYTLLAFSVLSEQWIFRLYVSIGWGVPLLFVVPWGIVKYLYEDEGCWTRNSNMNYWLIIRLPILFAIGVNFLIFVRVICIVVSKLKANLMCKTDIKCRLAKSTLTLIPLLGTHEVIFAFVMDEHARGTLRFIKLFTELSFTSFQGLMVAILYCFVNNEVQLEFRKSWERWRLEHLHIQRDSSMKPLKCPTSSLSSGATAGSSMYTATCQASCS
#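 HEK293 cells stably co-expressing constitutively active GLP-1R and a cAMP-responsive luciferase reporter were seeded in DMEM with 10% Nu serum, given compounds after 12 h, and incubated 24 h at 37 deg C. Luminescence was then read.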
# An asterisk follows results filed as active; i = inactive; ? = inconclusive; . = not tested or not shown; [ ] = dose if it differs, or a comment. Unless noted, calls follow the shape of the dose curve; as a rule, active = well fitted curve in the direction sought with a large enough effect; inconclusive = small, poorly fitted or top-dose-only effect, or another doubt; inactive = no such curve, though single readings can be large; an effect the other way counts as inactive or inconclusive. These rows are one share of the data; count on the stated rates, not on these rows.
SMILES,GLP1R cytotox,TDP-43 yeast inh,Abeta rescue,FUS yeast rescue,Mm-Cpn inhibitor,PTHR1 agonist,Akt phos inh,aSyn rescue,GLP1R inv ag
N/C(=N\OC(=O)COc1ccc(Br)cc1)c1cccnc1,-2.4%,-17.0%,-1.1%,.,?,i,i,5.8%,23.5%
COCCNC(=O)C1CCCN(Cc2ccccc2)CC1 (stereo not drawn),6.2%,10.6%,-9.7%,-28.5%,.,-6.9%,.,-11.6%,-15.9%
CC(C(=O)NC1CCCCC1)N(Cc1ccccc1)C(=O)c1snc(C(N)=O)c1N (stereo not drawn),19.8%,0.0%,-1.0%,31.7%,1.8%,-0.2%,i,0.5%,12.6%
Cc1nc2ccccc2nc1NS(=O)(=O)c1ccc(N)cc1,-2.7%,-9.6%,13.3%,8.8%,1.0%,i,i,4.5%,0.3%
COc1cc(OC)c2c(C)cc(=O)oc2c1C(CCN1CCOCC1)c1ccc(N(C)C)cc1 (stereo not drawn),-6.5%,-17.1%,-13.6%,2.8%,0.6%,-11.7%,i,-18.9%,16.4%
O=C(NCc1ccccn1)c1cn(CCc2ccccc2)nn1,-14.8%,-2.0%,-15.1%,0.8%,-0.4%,i,i,2.4%,-2.1%
CCOC(=O)C1=C(C)c2ccccc2N(S(=O)(=O)C(F)(F)F)C1C(=O)OCC (stereo not drawn),3.0%,9.7%,3.8%,11.7%,-0.4%,-4.9%,i,-15.0%,22.4%
O=C(CNc1ccccc1F)Nc1cccc(S(=O)(=O)N2CCCCC2)c1,8.0%,-18.2%,0.2%,?,1.0%,-43.0%[inhibitor],i,2.7%,?
O=C(O)/C=C/c1cccc(NC(=O)Nc2ccc([N+](=O)[O-])cc2)c1,14.1%,1.8%,3.0%,-13.1%,1.9%,i,i,-5.8%,3.1%
Cc1c2cnn(CC(=O)NCCCN3CC(C)CC(C)C3)c(=O)c2c(C)n1Cc1ccc(Cl)cc1 (stereo not drawn),?,-6.1%,4.1%,0.3%,-3.2%,-14.6%,i,1.1%,?
O=c1[nH]c(=S)n(-c2cccc(Cl)c2)c(O)c1/C=N/N1CCOCC1,1.6%,-7.4%,10.4%,4.7%,-1.9%,i,i,-2.3%,-1.9%
COc1ccc(CCNC(=O)COC(=O)/C=C/c2cccs2)cc1OC,-1.5%[7.66 µM],0.2%,-5.4%,0.1%,-0.7%,-22.8%,i,-12.7%,16.5%[7.66 µM]
O=C(Nc1ccc(Cc2ccc(NC(=O)Nc3cccnc3)cc2)cc1)Nc1cccnc1,-34.8%,0.0%,4.5%,-4.2%,.,-20.9%,i,4.6%,10.1%
CC(=O)Nc1ccc(NC(=O)CC2Nc3cccc4cccc(c34)NC2=O)cc1 (stereo not drawn),-5.7%,-17.0%,-11.7%,20.2%,-10.6%,-2.5%[57.5 µM],i,-1.0%,0.8%
CCC(NC(=O)C(C)NC)C(=O)N1CCCC1C(=O)NC1CCCc2ccccc21 (stereo not drawn),12.8%,-0.3%,-1.0%,-20.0%,-1.7%,-3.0%,i,2.6%,19.0%
Cc1ccc(C2(C)NC(=O)N(CC(=O)NCc3cccs3)C2=O)cc1 (stereo not drawn),4.0%,11.7%,3.7%,-19.4%,-3.5%,i,i,1.0%,6.0%
CN(C(=O)CS(=O)(=O)c1cn(CC(=O)N2CCCCC2)c2ccccc12)c1ccccc1,2.3%,10.4%,5.8%,12.9%,0.3%,i,i,1.7%,16.4%
CCOC(=O)N1CCC(N2Cc3cccc(C(=O)N4CCN(C5CCCCC5)CC4)c3C2=O)CC1,-18.1%,9.2%,5.5%,-1.2%,0.6%,i,i,-2.6%,-3.3%
Cc1cc(S(=O)(=O)N2CCOCC2)ccc1OCC(=O)N1CCC(C)CC1,0.3%,-10.5%,-13.7%,-6.2%,1.5%,i,i,-0.3%,8.7%
COc1ccc(C(C)C)cc1S(=O)(=O)Nc1ccccn1,18.0%,-0.2%,-15.5%,7.6%,1.4%,-9.5%,i,-3.8%,23.0%
Cc1noc(C)c1S(=O)(=O)N(C)Cc1ccccc1,0.5%,-5.8%,11.6%,10.8%,-1.7%,-14.7%,i,-1.6%,-15.2%
CN1C(=O)C(C)(C)c2cc(S(=O)(=O)N3CCN(c4cccc(Cl)c4)CC3)ccc21,2.9%,?,-21.3%,?,-3.7%,i,i,?,?
CCOc1ccccc1NC(=O)CCc1c(C)nc2cc(-c3ccccc3)nn2c1C,4.3%,5.2%,0.6%,9.6%,.,-23.0%,.,.,6.6%
COc1c(C(=O)Nc2ccc(Br)cn2)ccc2ccccc12,-1.3%,10.8%,18.9%,8.8%,?,-21.4%,i,-7.7%,37.6%[activator]
COc1ccc(OC)c(NC(=O)Cn2c(=O)n(CC(=O)NCc3ccco3)c(=O)c3ccccc32)c1,-17.0%,-3.0%,4.4%,19.6%,-2.9%,i,i,-5.3%,?
Nc1c(C(=O)c2ccccc2)oc2ccc([N+](=O)[O-])cc12,-3.7%,-0.2%,1.2%,-26.8%,-1.3%,i,i,-28.9%,5.7%
COc1ccc(CCC(=O)OCC(=O)Nc2c(C)n(C)n(-c3ccccc3)c2=O)cc1,6.7%,15.3%,2.2%,-21.5%,1.4%,i,i,1.4%,4.1%
COc1cc2c(cc1NC(=O)C(C)Oc1ccccc1)oc1ccccc12 (stereo not drawn),20.2%,-8.7%,-15.9%,12.5%,.,i,.,.,?
CN(CC(=O)Nc1cccc2ccccc12)C(=O)c1ccc(NC(=O)CC#N)cc1,-2.1%,-11.3%,10.3%,32.0%,-4.3%,i,i,2.5%,-19.1%
Cc1ccc2c(CNCc3cccc(Cl)c3)c(C(=O)O)n(Cc3ccc(F)cc3Cl)c2c1,1.9%,10.9%,-10.7%,-22.5%,.,-1.0%,.,.,14.1%
COc1ccc(OCC(=O)OCC(=O)N2C(C)CCCC2C)cc1 (stereo not drawn),0.0%,0.6%,11.5%,-4.0%,0.9%,-42.3%[inhibitor],i,6.3%,-1.5%
COc1ccc(S(=O)(=O)Nc2cccnc2)cc1,3.4%,1.5%,11.1%,24.1%,-5.3%,-0.3%,i,8.6%,2.4%
Cc1c(C(=O)NN2CCOCC2)oc2c1ccc1ccccc12,-8.6%,8.9%,-2.1%,32.8%,1.3%,i,i,15.1%,-2.7%
Clc1cccc(C2CCN(Cc3nc(CC4CC4)no3)C2)c1 (stereo not drawn),2.9%,-16.2%[0.397 µM],3.7%,11.8%,1.1%,-17.4%,i,-8.8%,?
COc1ccc(CC(=O)Nc2cc(-c3cn4cccnc4n3)ccc2C)cc1OC,-11.8%,-11.0%,-7.3%,2.7%,.,-33.7%[inhibitor],.,.,-22.2%
Cc1cc(C)c2c(n1)sc1c(N3CCN(CCO)CC3)ncnc12,2.3%,-3.7%,-0.9%,17.0%,-2.5%,i,i,0.0%,0.0%
CCOc1ccc(N2CC(NC(=O)c3cc4ccccc4o3)CC2=O)cc1 (stereo not drawn),0.3%,7.0%,-6.3%,4.5%,.,0.9%,.,.,9.3%
CCCCn1c(N)c(N(CCC(C)C)C(=O)COC(=O)c2cccnc2Cl)c(=O)[nH]c1=O,-2.6%,4.4%,-5.0%,-12.5%,2.9%,-24.0%,i,0.1%,13.7%
COC(=O)Cn1c(CN2CCN(C(=O)c3ccco3)CC2)nc2c1c(=O)n(C)c(=O)n2C,1.2%,2.9%,-2.3%,-14.5%,-1.0%,?,i,-1.0%,-8.3%
COc1ccc2c(c1OC)C(=O)N1C2SC[C@H]1C(=O)NC1CC1 (stereo partly drawn),-5.0%,7.2%,-16.3%,2.8%,-1.1%,-29.8%,i,6.5%,-2.5%
O=C(NCCS(=O)(=O)NCc1ccco1)c1ccccc1,15.3%,-17.7%,-1.3%,4.3%,1.8%,-6.8%,i,0.1%,3.1%
CC1(/[N+]([O-])=C/c2ccc(Cl)cc2Cl)CCCCC1=O (stereo not drawn),13.6%,-15.3%,-15.0%,-4.8%,-2.4%,-21.2%,i,7.2%,-8.8%
COCC(C)NC(=O)c1ccc(N(C)C)cc1 (stereo not drawn),-4.8%,10.6%,14.1%,13.7%,-1.6%,i,i,0.7%,-0.7%

# An excerpt taken from the entries so far:
SMILES,GLP1R cytotox,TDP-43 yeast inh,Abeta rescue,FUS yeast rescue,Mm-Cpn inhibitor,PTHR1 agonist,Akt phos inh,aSyn rescue,GLP1R inv ag
Cc1noc(C)c1S(=O)(=O)N(C)Cc1ccccc1,0.5%,-5.8%,11.6%,10.8%,-1.7%,-14.7%,i,-1.6%,-15.2%
CN1C(=O)C(C)(C)c2cc(S(=O)(=O)N3CCN(c4cccc(Cl)c4)CC3)ccc21,2.9%,?,-21.3%,?,-3.7%,i,i,?,?
CCOc1ccccc1NC(=O)CCc1c(C)nc2cc(-c3ccccc3)nn2c1C,4.3%,5.2%,0.6%,9.6%,.,-23.0%,.,.,6.6%
COc1c(C(=O)Nc2ccc(Br)cn2)ccc2ccccc12,-1.3%,10.8%,18.9%,8.8%,?,-21.4%,i,-7.7%,37.6%[activator]

# Assay outcomes as filed in PubChem.
